# Screening data (PubChem BioAssay)
# ADAM17 inh = inhibitors of human ADAM17; inhibition, % at 6.95 µM; P78536; 370,000 tested, 0.83% active; recombinant ADAM17, EDANS/DABCYL FRET peptide cleavage;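 active = inhibition above the mean of compounds lying between control limits plus 3 SD, set per campaign, cut at about 8.5% in these data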;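 note: 0% = DMSO-only wells as the low control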
# DAX1 inh-1 = DAX1 (NR0B1) inhibition, primary screen; AID 652010; HEK293T StAR-luciferase reporter, SF-1/DAX-1 repression relief; inhibition, % at 6.8 µM; 370,000 tested, 1.1% active;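 active = inhibition above the mean over all tested compounds plus 3 SD, cut at about 3.6% in these data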;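 note: 0% = DAX-1 cells with DMSO and 100% = cells lacking DAX-1 with DMSO; higher inhibition means more luminescence from relief of DAX-1 repression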
# PLCg1 inh = blocks human PLC-gamma1 enzyme activity; purified PLC-gamma1, fluorogenic substrate, fluorescence; inhibition, % at 12.2 µM; 370,000 tested, 0.84% active; in the data active = inhibition above about 9.5%
# Target sequence (P19174 whole entry, looked up): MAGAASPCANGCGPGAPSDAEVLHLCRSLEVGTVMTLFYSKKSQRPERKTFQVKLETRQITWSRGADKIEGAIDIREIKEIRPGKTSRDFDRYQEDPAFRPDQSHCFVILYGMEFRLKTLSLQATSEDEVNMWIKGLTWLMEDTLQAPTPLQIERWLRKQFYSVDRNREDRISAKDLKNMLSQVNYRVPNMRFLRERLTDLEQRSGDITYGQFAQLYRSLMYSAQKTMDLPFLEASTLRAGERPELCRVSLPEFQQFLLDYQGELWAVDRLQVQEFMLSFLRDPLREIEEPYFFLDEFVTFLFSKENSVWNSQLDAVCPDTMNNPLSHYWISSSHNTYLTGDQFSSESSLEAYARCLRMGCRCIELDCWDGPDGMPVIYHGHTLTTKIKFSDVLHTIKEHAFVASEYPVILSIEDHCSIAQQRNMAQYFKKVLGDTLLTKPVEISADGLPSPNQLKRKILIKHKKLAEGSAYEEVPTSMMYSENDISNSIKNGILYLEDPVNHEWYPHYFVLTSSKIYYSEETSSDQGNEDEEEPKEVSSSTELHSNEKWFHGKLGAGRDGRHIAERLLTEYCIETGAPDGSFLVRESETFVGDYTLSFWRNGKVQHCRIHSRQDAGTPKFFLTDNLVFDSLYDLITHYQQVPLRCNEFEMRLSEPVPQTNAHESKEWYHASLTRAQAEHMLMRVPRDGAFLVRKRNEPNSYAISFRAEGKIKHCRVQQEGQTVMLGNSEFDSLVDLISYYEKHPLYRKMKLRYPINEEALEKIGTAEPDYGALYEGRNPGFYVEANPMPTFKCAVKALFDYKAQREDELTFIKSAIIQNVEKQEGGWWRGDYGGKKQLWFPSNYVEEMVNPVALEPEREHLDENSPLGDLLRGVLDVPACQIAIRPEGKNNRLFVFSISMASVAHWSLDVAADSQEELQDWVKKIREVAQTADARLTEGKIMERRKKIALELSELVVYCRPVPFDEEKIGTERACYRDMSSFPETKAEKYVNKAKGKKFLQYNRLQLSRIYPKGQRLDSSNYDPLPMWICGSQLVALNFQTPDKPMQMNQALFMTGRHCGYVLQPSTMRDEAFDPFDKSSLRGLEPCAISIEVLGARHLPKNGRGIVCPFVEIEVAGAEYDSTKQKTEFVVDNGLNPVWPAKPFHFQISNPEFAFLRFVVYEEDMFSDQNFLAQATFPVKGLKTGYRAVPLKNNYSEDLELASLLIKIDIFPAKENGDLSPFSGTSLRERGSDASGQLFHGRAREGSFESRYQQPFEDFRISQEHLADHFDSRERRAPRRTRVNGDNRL
# ADAM10 inh = inhibits human ADAM10; recombinant ADAM10, EDANS/DABCYL FRET peptide cleavage, 3 h; 370,000 tested, 0.62% active; inhibition, % at 7 µM; O14672;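 active = inhibition above a per-campaign cutoff equal to the mean of compounds falling between control-based bounds plus 3 SD, cut at about 20% in these data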;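 note: 0% = DMSO wells while the 100% control is not disclosed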
# GAA850 FXN act = increases GAA850 frataxin promoter reporter activity. HEK293 lucGAA850 FXN promoter luciferase reporter, 24 h; percent of 10 µM SAHA response. activation, % at 6 µM. 360,000 tested, 0.56% active;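 active = activation above the average of all compounds screened plus 3 SD, cutoff fixed separately per campaign, cut at about 7.5% in these data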;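 note: 0% = DMSO wells and 100% = 10 µM SAHA wells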
# DAX1 inh-2 = inhibitors of human orphan nuclear receptor DAX1 (NR0B1); AID 504766; P51843; HEK293 Gal4-DAX1 luciferase reporter, luminescence; inhibition, % at 6.75 µM; 340,000 tested, 0.99% active;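 active = inhibition above the mean over all tested compounds plus 3 SD, cut at about 4.2% in these data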;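 note: 0% = DAX1-transfected cells with DMSO and 100% = empty-vector control cells with DMSO; inhibition shows as a rise in luminescence from relieved DAX1 repression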
# PLC-beta3 inh = inhibitors of human phospholipase C beta3; Q01970; Purified PLC-beta3, fluorogenic substrate, fluorescence; inhibition, % at 12.2 µM; 370,000 tested, 0.18% active; in the data active = inhibition above about 11%;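 note: 0% = median of compound wells on plate and 100% = full blocker control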
# hcDAF12 agonist = activates DAF-12 receptor from parasite H. contortus. AID 652067. activation, % at 6.8 µM. HEK293 hcDAF-12 lit1-tk-luc reporter, luminescence; 0% DMSO, 100% Δ7-dafachronic acid. 370,000 tested, 1.4% active;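 active = activation above the mean of all tested compounds plus 3 SD, cut at about 5.5% in these data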;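 note: 100% = response to 3 µM Δ7-dafachronic acid high control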
# hgDAF-12 ag = hgDAF-12 agonism, primary luciferase screen; activation, % at 6.8 µM; HEK293 GAL4-hgDAF12 UAS-luciferase reporter, agonist luminescence; normalized to butyrate control; AID 687014; 370,000 tested, 1.8% active;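 active = activation above a cutoff set at the mean of all screened compounds plus 3 SD, cut at about 10% in these data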;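 note: 0% = DMSO wells and 100% = sodium butyrate wells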
# ssDAF-12 act = activates DAF-12 receptor from parasite S. stercoralis | HEK293 ssDAF-12/GRIP1 lit1-tk-luc reporter, luminescence; % of 3 µM dafachronic acid response | activation, % at 6.8 µM | 370,000 tested, 1% active;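 active = activation above the mean over all tested compounds plus 3 SD, cut at about 0.9% in these data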;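 note: 0% = DMSO-only wells and 100% = 3 µM delta7-dafachronic acid wells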
# sPLA2-III inh = Inhibits HGIII-sPLA2 liposome hydrolysis, primary screen. QFRET BODIPY PC-A2 liposome hydrolysis, fluorescence. 370,000 tested, 0.56% active. AID 743126. inhibition, % at 12.2 µM. Q9NZ20;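 active = inhibition above mean plus 3 SD of compounds lying within the high and low control bounds, cut at about 19% in these data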;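 note: 0% = median of test compound wells and 100% = no enzyme DMSO wells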
# * hit, by the source's call; i = inactive; . = no result given.
SMILES,ADAM17 inh,DAX1 inh-1,PLCg1 inh,ADAM10 inh,GAA850 FXN act,DAX1 inh-2,PLC-beta3 inh,hcDAF12 agonist,hgDAF-12 ag,ssDAF-12 act,sPLA2-III inh
NS(=O)(=O)c1ccc(CCNC(=O)COC(=O)CCc2ccccc2)cc1,-1.7,0.3,1.3,0.2,0.0,1.8,0.1,-1.2,0.8,-1.2,-3.5
COC(=O)C1C(c2ccc(OC)c(OC)c2)NC(c2ccc(OC)c(OC)c2)C(C(=O)OC)S1(=O)=O (centres undefined),7.9,2.6,7.9,1.6,6.6,2.4,1.0,2.5,0.4,-1.4,-7.3
Cn1cc(CCC(=O)N2CCCC(CCC(=O)NCc3ccccc3F)C2)cn1 (centres undefined),-4.5,0.3,-1.6,i,0.2,-0.8,-4.7,-1.6,0.3,-0.8,-0.4
COc1ccccc1NC(=O)CSc1nnc2ccc(-c3cccnc3)nn12,-4.1,0.9,-5.6,1.8,3.2,2.4,-13.3,5.1,3.6,0.9,0.7
COc1cccc(-n2c(C)cc(/C=C3/C(=N)N4C(=NC3=O)SN=C4S(C)(=O)=O)c2C)c1,-4.9,0.5,-54.8,-18.6,2.5,-0.8,-59.1,-1.1,-0.9,-1.1,-6.6
CCNc1oc(-c2cccc3ccccc23)nc1C#N,i,0.0,i,i,7.0,2.9,i,-1.0,3.9,-1.5,6.2
COc1ccc(OCCSc2nc(-c3ccccc3)cc(=O)[nH]2)cc1,-1.5,-0.2,4.5,-1.9,-0.1,-0.4,0.2,-0.8,-0.2,-1.3,-2.4
N#Cc1nnn(Cc2ccccc2)c1N,-4.1,0.5,-2.7,-1.9,1.2,1.6,-3.4,1.3,3.0,-1.9,3.4
O=c1c(Cl)c(NCc2ccccc2)cnn1C12CC3CC(CC(C3)C1)C2,2.8,-0.2,2.9,-4.7,0.9,-1.4,3.6,-0.4,-0.5,-1.3,3.0
Cn1c(=O)oc2cc(S(=O)(=O)CCC(=O)N3CCN(c4ccccc4F)CC3)ccc21,-2.2,0.3,-0.2,-10.7,1.0,0.2,-8.6,-0.7,-1.1,-0.5,6.5
Cc1cc(C)cc(OCC(=O)N2Cc3ccccc3CC2C(=O)O)c1 (centres undefined),-5.3,0.6,-4.2,1.7,-0.5,-1.0,-1.9,0.6,0.0,0.3,2.1
O=C1NC[C@@H](CCCCN2C[C@H](Cc3ccc(O)cc3)N(CCC3CCCCC3)C(=O)C2=O)N(CCc2ccc(O)cc2)C1=O,0.6,-0.9,-1.0,-9.9,.,.,-0.5,0.0,0.2,-1.4,-13.2

# A few values from the list:
# ADAM17 inh result of Cc1cc(C)cc(OCC(=O)N2Cc3ccccc3CC2C(=O)O)c1 (centres undefined) → -5.3
# hcDAF12 agonist result of Cn1c(=O)oc2cc(S(=O)(=O)CCC(=O)N3CCN(c4ccccc4F)CC3)ccc21 → -0.7
# hcDAF12 agonist result of O=C1NC[C@@H](CCCCN2C[C@H](Cc3ccc(O)cc3)N(CCC3CCCCC3)C(=O)C2=O)N(CCc2ccc(O)cc2)C1=O → 0.0

# Continued:
SMILES,ADAM17 inh,DAX1 inh-1,PLCg1 inh,ADAM10 inh,GAA850 FXN act,DAX1 inh-2,PLC-beta3 inh,hcDAF12 agonist,hgDAF-12 ag,ssDAF-12 act,sPLA2-III inh
CC1(C(=O)Nc2ccc(F)c(Cl)c2)Cc2c(-c3ccc(C(N)=O)cc3)ccnc2O1 (centres undefined),-1.9,0.1,-1.8,-0.7,-1.3,.,0.7,-1.2,-1.0,-1.0,-0.6
O=C(O)c1c(NC(=O)N(CCO)Cc2ccccc2)sc2c1CCCC2,1.0,0.0,2.0,-5.0,0.8,0.9,6.0,0.6,0.1,-1.1,0.8
Cc1ccc(C[n+]2ccccc2)cc1,0.6,-0.1,-0.5,10.2,-1.7,-0.9,4.8,-1.8,-0.1,-1.2,6.2
COc1ccc(NC(=O)CSc2nc3c(c(=O)n2-c2ccccc2)SCC3)c(OC)c1,1.0,0.1,2.8,1.1,-2.1,-0.1,4.7,-1.4,-1.0,-0.8,4.6
CC(/C=C/c1ccccc1F)=N\NC(=O)C(C)C,1.2,0.3,-2.5,0.1,5.2,-0.1,-2.2,-1.8,5.6,-1.5,-5.7
CCCOc1cccc(C(=O)NCCNC(=O)c2cnccn2)c1,-1.9,0.0,2.2,2.3,0.5,-0.6,-5.4,0.9,-0.9,-1.0,2.7
O=C(O)c1ccc(COc2ccc3c4c(c(=O)oc3c2)CCC4)o1,-43.8,0.3,-15.3,-191.7,1.9,-3.7,-20.8,-0.4,0.5,-0.7,-2.8
Cc1ccccc1Cn1nnc(-c2ccc(C(=O)O)cc2)n1,0.5,-0.3,4.7,7.8,3.3,-0.3,2.8,-1.7,0.1,-0.3,5.9
COc1ccc(C(=O)OCC(=O)NC(Cc2ccccc2)C(C)=O)cc1S(=O)(=O)N1CCCC1 (centres undefined),-1.4,0.1,1.6,5.2,1.1,-0.8,-6.1,0.8,2.7,-1.0,-7.2
Cc1ccc(-c2nsc(SCC(=O)NCc3ccc4c(c3)OCO4)n2)cc1,0.3,0.7,0.5,-1.9,2.2,0.4,2.5,-2.5,3.7,-1.3,1.3
Cc1cccc(C2CC(c3ccc(Cl)cc3)Nc3nc(N)nn32)c1 (centres undefined),-30.9,-0.7,-45.4,-135.6,1.8,1.4,-51.0,-1.2,-2.3,-1.0,8.7
CCOCCCNC(=O)c1ccc2c(c1)ncn2C1CCCC1,-1.3,0.2,1.5,9.9,-0.2,1.9,4.4,-0.2,0.3,-1.0,4.8
COc1ccc(S(=O)(=O)NCc2cn3c(C)csc3n2)cc1F,-1.7,1.0,-2.0,-4.3,0.7,1.8,-1.1,1.6,-3.0,-1.7,-3.7
CSC1=NC(C(Cl)(Cl)Cl)N=C(c2ccccc2)N1 (centres undefined),-3.8,-1.7,1.3,-3.4,-7.2,0.3,-5.1,0.1,2.2,-1.8,-3.6
NC(=O)CC(NC(=O)c1ccc(Br)cc1)c1ccc(NC2CCCCCCC2)c([N+](=O)[O-])c1 (centres undefined),-0.7,-0.1,3.6,7.4,0.3,0.2,1.8,-0.6,-1.1,-1.4,-5.7
CC(C)c1ccc(C(=O)N/N=C/c2cccc(Cl)c2Cl)cc1,-0.1,1.0,4.5,-5.1,-1.0,-0.9,0.4,-1.4,-0.5,-1.0,9.7
CN(C)C(CNC(=O)C1CCN(C(=O)/C=C/c2ccccc2)CC1)c1ccccc1 (centres undefined),-6.7,0.8,-1.2,1.8,-0.7,0.2,-7.7,1.8,3.3,-0.6,0.8
Cn1c(-c2cccs2)nc2ccccc21,-67.8,2.2,-17.8,-153.0,5.9,0.3,-34.8,2.4,11.4*,-0.2,9.0
Cc1ccc(Cn2cc(CN3CC(N4CCN(CCN(C)C)CC4)CS3(=O)=O)nn2)cc1 (centres undefined),-2.5,1.8,-0.8,-7.4,.,.,0.1,0.3,-0.3,-0.8,4.6
Cc1cc(=O)[nH]c(N/N=C/c2c(C)nn(-c3ccccc3Cl)c2Cl)n1,-7.8,-1.1,1.2,-6.2,1.5,-0.8,-6.9,-3.3,1.0,-2.1,3.9
CSc1ccccc1C(=O)NC1CCCCC1,-6.6,-1.1,-2.7,-4.6,-0.2,0.2,0.3,-1.4,3.0,-1.9,-0.1
CC(=O)c1c(C)[nH]c(C(=O)OCC(=O)C(C)(C)C)c1C,-3.9,0.2,-1.8,2.5,4.2,1.1,-2.9,-0.6,0.2,-0.9,6.2
Cc1ccc(NCCC(=O)c2ccc(Cl)c(Cl)c2)cc1,-0.5,0.2,-0.4,11.9,3.5,0.9,-0.9,-0.3,0.1,-1.2,5.8
Cc1ccccc1-n1c(SCC(N)=O)nc2sc(-c3ccccc3)cc2c1=O,4.1,1.1,6.7,8.6,-2.8,-0.7,3.1,-1.0,-2.1,-1.3,7.6
CC(C)(C)C1CCC2(CC1)Nc1cccc3cccc(c13)N2,-5.3,-0.2,-3.7,-0.6,1.2,3.0,-8.9,-0.5,-3.0,-0.9,3.8
CCOc1cc(/C=N/NC(=O)CN2CCCCC2)ccc1OCc1ccc(Cl)cc1,2.3,-0.5,5.9,-4.2,2.7,0.0,-0.7,-1.9,0.2,-1.1,0.5
O=C(Nc1ccc(O)cc1)c1ccc2c(c1)C(=O)N(Cc1ccccc1)C2=O,3.2,0.8,-0.4,15.0,0.5,0.5,-6.1,-2.0,-1.3,-1.0,-10.0
COc1ccc(NC(=O)C2Cc3cccc(OC)c3O/C2=N\O)cc1 (centres undefined),-2.6,0.1,1.4,-1.0,-0.4,1.1,-5.9,-2.4,-1.6,-1.1,-0.8
COc1cccc(C2CC(=O)NC(SC)=C2C#N)c1 (centres undefined),1.8,-0.2,0.8,-1.3,-1.5,-0.7,2.5,0.7,-6.8,-1.3,-7.4
Cc1cc(C)n2cc(CSc3nnnn3C)nc2n1,-45.2,0.2,-35.9,-156.7,0.9,-0.3,-41.9,1.4,0.2,-1.2,-0.1
CCOc1cc(CNc2ccc(CNc3ncn[nH]3)cc2)ccc1OCc1ccccc1,1.8,-0.4,-0.7,5.0,0.4,-1.5,-1.0,-0.5,3.3,-1.8,-8.4
O=C(CSc1ccc(C(F)(F)F)cc1[N+](=O)[O-])NCCOc1ccccc1,1.4,0.6,-0.1,5.3,1.2,1.3,1.7,1.5,-0.1,-0.9,0.7
Cc1[nH]c2ccccc2c1C1(O)C(=O)N(C(C)C)c2ccccc21 (centres undefined),-2.4,0.0,-4.9,-13.8,0.1,1.4,-5.6,5.8*,2.1,-0.4,-4.3
OC(c1ccccc1)(c1ccccc1)C1CCN(CCCOc2ccc(-c3ccsc3)cc2)CC1,4.3,-0.8,6.7,14.8,.,.,0.1,0.5,-3.5,-0.9,-1.9
CC(NS(=O)(=O)c1ccc(Cl)cc1)C(=O)NCc1ccco1 (centres undefined),4.2,1.2,7.5,5.0,0.9,0.0,3.6,0.8,-3.5,-0.5,-0.4
O=C(NCCCn1ccnc1)c1cccc(Br)c1,-3.1,0.3,0.0,0.2,2.4,-0.6,0.0,1.9,0.7,-1.0,-3.6

# An excerpt of these results, with bars between the fields.
structure | ADAM17 inh | DAX1 inh-1 | PLCg1 inh | ADAM10 inh | GAA850 FXN act | DAX1 inh-2 | PLC-beta3 inh | hcDAF12 agonist | hgDAF-12 ag | ssDAF-12 act | sPLA2-III inh
Cc1cccc(C2CC(c3ccc(Cl)cc3)Nc3nc(N)nn32)c1 (centres undefined) | -30.9 | -0.7 | -45.4 | -135.6 | 1.8 | 1.4 | -51.0 | -1.2 | -2.3 | -1.0 | 8.7
O=C(O)c1ccc(COc2ccc3c4c(c(=O)oc3c2)CCC4)o1 | -43.8 | 0.3 | -15.3 | -191.7 | 1.9 | -3.7 | -20.8 | -0.4 | 0.5 | -0.7 | -2.8
CCCOc1cccc(C(=O)NCCNC(=O)c2cnccn2)c1 | -1.9 | 0.0 | 2.2 | 2.3 | 0.5 | -0.6 | -5.4 | 0.9 | -0.9 | -1.0 | 2.7
Cn1c(=O)oc2cc(S(=O)(=O)CCC(=O)N3CCN(c4ccccc4F)CC3)ccc21 | -2.2 | 0.3 | -0.2 | -10.7 | 1.0 | 0.2 | -8.6 | -0.7 | -1.1 | -0.5 | 6.5
